# Bioassay records from PubChem BioAssay.
# NSD2 inh: NSD2 (human) methyltransferase inhibition; AID 743445; 0.54% of 310,000 active; O96028; NSD2 peptide methylation, AlphaScreen, 120 min; inhibition, % at 12.5 µM; in the data active = inhibition above about 50%
# CDK5 inh: CDK5/p35 (human) kinase inhibition; Q00535+Q15078; Recombinant CDK5/p35, ADP-Glo luminescence, 60 min; inhibition, % at 10 µM; 0.01% of 330,000 active; AID 488839;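 active = highest replicate inhibition of at least 50% and at least 75% of replicates reaching 50%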;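 note: plate controls were DMSO neutral control for no effect and GW8510 at 10 µM for full effect; many of its hits are not listed in these tables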
# Target sequence (Q00535 whole entry, looked up): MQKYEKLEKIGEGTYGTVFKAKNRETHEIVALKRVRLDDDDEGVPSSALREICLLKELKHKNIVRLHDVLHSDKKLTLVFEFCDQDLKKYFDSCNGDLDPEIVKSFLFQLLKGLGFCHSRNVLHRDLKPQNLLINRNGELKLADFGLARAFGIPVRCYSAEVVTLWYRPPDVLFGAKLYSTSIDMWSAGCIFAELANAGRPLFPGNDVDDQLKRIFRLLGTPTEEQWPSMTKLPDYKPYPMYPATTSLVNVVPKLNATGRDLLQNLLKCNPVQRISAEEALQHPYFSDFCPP
# Target sequence (Q15078 whole entry, looked up): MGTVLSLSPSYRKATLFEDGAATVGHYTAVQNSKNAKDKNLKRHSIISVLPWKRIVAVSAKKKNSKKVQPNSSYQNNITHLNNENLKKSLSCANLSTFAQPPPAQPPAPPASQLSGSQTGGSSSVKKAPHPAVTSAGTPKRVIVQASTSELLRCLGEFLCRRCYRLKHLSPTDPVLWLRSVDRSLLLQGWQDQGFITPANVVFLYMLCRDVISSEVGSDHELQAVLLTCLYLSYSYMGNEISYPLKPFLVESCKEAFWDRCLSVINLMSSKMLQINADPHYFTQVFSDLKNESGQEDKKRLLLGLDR
# MITF act: activators of MITF-driven TRPM1 promoter activity in SK-MEL-5 cells; activation, % at 12.5 µM; SK-MEL-5 TRPM1-promoter luciferase, 24 h; % of positive control, neutral wells = 0; 0.75% of 300,000 active;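 active = mean activation of at least 80% with every replicate also reaching 80%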;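 note: 0% = neutral control wells and 100% = parthenolide positive control wells; values of inactives mirror those of a sister screen read the other way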
# SR-BI HDL uptake: inhibitors of mouse SR-BI mediated HDL lipid uptake; Q61009; ldlA[mSR-BI] CHO cells, DiI-HDL uptake fluorescence, 3 h; 0.96% of 320,000 active; inhibition, % at 12.5 µM;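 active = mean replicate inhibition of at least 70% and a set share of replicates each scoring 70 or more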;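 note: 0% = median of neutral control wells and 100% = median of positive control wells; values of inactives mirror those of a sister screen read the other way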
# HTR5A inv ag: counter-screen for OPRM1-OPRD1 inverse agonists: human HTR5A inverse agonism; P47898; HTR5A cell line, luminescence; inhibition, % at 9.3 µM; 0.083% of 340,000 active; AID 504634; in the data active = inhibition mostly above about 23%, no sharp cut-off; inactive = mostly below about 18%;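 note: 0% = cells with DMSO and 100% = no-cell wells with DMSO; some compounds called inactive have numbers as strong as hits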
# PvdQ inh: blocks Pseudomonas aeruginosa PvdQ acylase activity. purified PvdQ acylase, fluorescence plate reader. inhibition, % at 10 µM. 0.063% of 340,000 active. AID 488965; in the data active = inhibition above about 30%, passing the limit was not always enough;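 note: 0% = vehicle neutral wells and 100% = reference inhibitor wells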
# HTR5A ag: activates human HTR5A in OPRM1-OPRD1 agonist counter-screen | P47898 | HTR5A agonist assay, luminescence, cell-based | activation, % at 9.3 µM | 0.61% of 340,000 active; in the data active = activation mostly above about 9.5%, no sharp cut-off; inactive = mostly below about 7.6%;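 note: 0% = cells with vehicle only and 100% = reference agonist; strong numbers were not always called active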
# Wnt act: Wnt/beta-catenin pathway activation. AID 743398. activation, % at 9.35 µM. 1.2% of 300,000 active. Wnt/beta-catenin reporter cell assay, activator, plate reader; in the data active = activation above about 30%, passing the limit was not always enough;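 note: 0% = neutral control wells and 100% = positive control wells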
# dFosB act: activators of mouse delta FosB homodimer; activation, % at 25 µM; 0.99% of 340,000 active; AID 493131; purified delta FosB, TAMRA-CDK5 oligo fluorescence polarization; percent of positive-control signal above neutral wells;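 active = mean activation above about 17%, with every replicate also reaching it, limit read from the data, passing the limit was not always enough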;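 note: fluorescence polarization rise as delta FosB binds a TAMRA Cdk5 AP-1 oligo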
# Target sequence (P13346 whole entry, looked up): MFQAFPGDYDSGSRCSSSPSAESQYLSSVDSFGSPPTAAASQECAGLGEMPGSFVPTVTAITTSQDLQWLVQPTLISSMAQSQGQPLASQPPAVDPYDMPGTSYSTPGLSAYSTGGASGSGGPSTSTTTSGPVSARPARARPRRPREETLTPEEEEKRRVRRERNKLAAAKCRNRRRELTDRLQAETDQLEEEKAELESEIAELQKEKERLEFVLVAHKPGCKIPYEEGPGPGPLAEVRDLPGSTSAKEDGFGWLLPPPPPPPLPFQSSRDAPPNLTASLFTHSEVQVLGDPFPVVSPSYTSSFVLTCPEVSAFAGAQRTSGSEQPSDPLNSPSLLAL
# V-ATPase pHluor: alters yeast V-ATPase proton transport; S. cerevisiae, pHLuorin cytosolic pH fluorescence; response, % at 10 µM; 0.37% of 350,000 active; in the data active = response mostly above about 7.3%, no sharp cut-off; inactive = mostly below about 5.4%; note: actives read high; inactives centre near 0; some compounds called inactive have numbers as strong as hits; reference of the scale not given here
# * marks the source's active call; other numbers are inactive results; · = no result given. Not a hit list; 5% or so of the library scored in one or more.
SMILES,NSD2 inh,CDK5 inh,MITF act,SR-BI HDL uptake,HTR5A inv ag,PvdQ inh,HTR5A ag,Wnt act,dFosB act,V-ATPase pHluor
CCn1cc(Cl)c(C(=O)NNC(=O)CCn2ccc([N+](=O)[O-])n2)n1,-6,-4.3,0,-28,2,-14,-1,2,1,-2
Cn1nnc2c[n+](CC(=O)c3ccc4ccccc4c3)cc(Br)c21,18,-2.2,·,7,-32,-9,0,2,1,0
Cc1ccc([N+](=O)[O-])c2cccnc12,-2,0.6,-9,4,0,-16,0,1,-1,5
O=C(CNC(=O)c1cccs1)OCc1ccc(Br)cc1,-6,1.0,8,-20,-1,0,2,3,5,-1
COc1nc(Cl)cn(-c2ccc(C)cc2)c1=O,1,0.0,-4,-8,-12,-17,4,0,1,7
Cc1cc(Cl)c(S(=O)(=O)N2CCCCCC2)cc1OCC(N)=O,1,-0.4,·,-3,5,-12,1,0,-2,-6
O=C(CCC1CCCN(C(=O)CCC(F)(F)F)C1)NCc1ccc(F)c(F)c1 (centres undefined),1,-0.7,-3,11,0,-14,0,2,9,1
COc1ccc(CCNC(=O)CCn2c(=O)c3cccn3c3ccc(F)cc32)c(OC)c1OC,9,-0.2,-5,54,-14,-13,4,-2,-14,-1
Cc1ccc(CNC(=O)CCNS(=O)(=O)c2cccc3nonc23)cc1,1,1.6,-11,-11,7,-9,1,-2,-2,4
C/C(=N\NC(=O)c1ccc(CSc2nncn2C)cc1)c1cccs1,21,0.5,28,-29,-13,-6,5,·,-13,2
CC(=O)c1ccc(OCc2cc(C(=O)NCCn3nc(C)cc3C)no2)cc1,-1,-0.7,39,-13,3,0,-1,-1,-16,1
Cc1cc(OC(C)C(=O)NCCN2CCOCC2)c2c(C)c(C)c(=O)oc2c1 (centres undefined),2,-0.9,-6,-1,2,4,-3,1,-3,-3
COc1ccc(OC)c(S(=O)(=O)n2cnc3cc(C)c(C)cc32)c1,·,0.0,0,-4,-65,1,4,·,-15,-3
COc1ccc(CC(=O)OCC(=O)N2N=C(c3ccccc3)CC2c2ccc(OC)cc2)cc1 (centres undefined),-3,0.9,1,3,13,-15,-4,·,-8,0
Cc1cc(C)n2nc(SCc3nnc(SCc4ccccc4Cl)s3)nc2n1,-2,0.4,15,-25,-3,0,-3,0,-8,3
COc1ccc(CN2CCC(=O)N([C@H](CO)CC(C)C)CC2)cc1OC,·,-3.1,6,2,-8,-13,3,-1,-9,2
CC(=C/C(=O)O)/C=C/c1ccc([N+](=O)[O-])cc1,0,-0.6,-9,4,-28,-2,-3,0,3,-2
COCCN(CC(=O)Nc1cccc(C)c1C)C(=O)c1ccc(S(=O)(=O)N2CCOCC2)cc1,-2,-1.7,-5,-37,1,-11,0,-2,4,6
O=C(CSc1ccccc1)Nc1ccc2sccc2c1,-5,0.2,44,0,32,-1,4,11,-5,-1
CCOc1ccc(NC(=O)c2cccnc2Cl)c([N+](=O)[O-])c1,0,0.0,16,13,-11,-11,1,4,0,0
C=CCN1C(=O)C(Cc2ccc(OC)cc2)S/C1=N\N=C\c1cccs1 (centres undefined),-2,0.1,-11,37,-3,-9,-3,·,6,1
O=C(CSc1ccc([N+](=O)[O-])cc1)OCC(=O)N1CCCC1=O,0,0.4,-4,-9,-38,4,14,2,-5,5
NC(N)=NS(=O)(=O)c1ccc(NC(=S)NC(=O)c2ccc(Br)cc2)cc1,-3,-1.1,9,-7,-2,-10,-1,-1,10,1
CCCCNC(=S)NNC(=O)c1csc(C(C)C)c1,-7,-3.6,·,5,13,-10,2,·,-10,2
COc1ccc(CNC(=O)CN(C)S(=O)(=O)c2ccc(Br)s2)cc1,-6,-0.1,0,·,0,-7,0,-1,-3,-2

# An excerpt from above in order of length of the SMILES, smallest number first.
SMILES,NSD2 inh,CDK5 inh,MITF act,SR-BI HDL uptake,HTR5A inv ag,PvdQ inh,HTR5A ag,Wnt act,dFosB act,V-ATPase pHluor
Cc1ccc([N+](=O)[O-])c2cccnc12,-2,0.6,-9,4,0,-16,0,1,-1,5
COc1nc(Cl)cn(-c2ccc(C)cc2)c1=O,1,0.0,-4,-8,-12,-17,4,0,1,7
CCCCNC(=S)NNC(=O)c1csc(C(C)C)c1,-7,-3.6,·,5,13,-10,2,·,-10,2
CC(=C/C(=O)O)/C=C/c1ccc([N+](=O)[O-])cc1,0,-0.6,-9,4,-28,-2,-3,0,3,-2
Cc1cc(Cl)c(S(=O)(=O)N2CCCCCC2)cc1OCC(N)=O,1,-0.4,·,-3,5,-12,1,0,-2,-6
Cn1nnc2c[n+](CC(=O)c3ccc4ccccc4c3)cc(Br)c21,18,-2.2,·,7,-32,-9,0,2,1,0
C=CCN1C(=O)C(Cc2ccc(OC)cc2)S/C1=N\N=C\c1cccs1 (centres undefined),-2,0.1,-11,37,-3,-9,-3,·,6,1
CC(=O)c1ccc(OCc2cc(C(=O)NCCn3nc(C)cc3C)no2)cc1,-1,-0.7,39,-13,3,0,-1,-1,-16,1
Cc1cc(OC(C)C(=O)NCCN2CCOCC2)c2c(C)c(C)c(=O)oc2c1 (centres undefined),2,-0.9,-6,-1,2,4,-3,1,-3,-3
NC(N)=NS(=O)(=O)c1ccc(NC(=S)NC(=O)c2ccc(Br)cc2)cc1,-3,-1.1,9,-7,-2,-10,-1,-1,10,1
COc1ccc(CCNC(=O)CCn2c(=O)c3cccn3c3ccc(F)cc32)c(OC)c1OC,9,-0.2,-5,54,-14,-13,4,-2,-14,-1
COc1ccc(CC(=O)OCC(=O)N2N=C(c3ccccc3)CC2c2ccc(OC)cc2)cc1 (centres undefined),-3,0.9,1,3,13,-15,-4,·,-8,0
COCCN(CC(=O)Nc1cccc(C)c1C)C(=O)c1ccc(S(=O)(=O)N2CCOCC2)cc1,-2,-1.7,-5,-37,1,-11,0,-2,4,6

# Remaining list, next part.
SMILES,NSD2 inh,CDK5 inh,MITF act,SR-BI HDL uptake,HTR5A inv ag,PvdQ inh,HTR5A ag,Wnt act,dFosB act,V-ATPase pHluor
Cc1ccc(S(=O)(=O)N2CCOCC2)cc1NC(=O)COC(=O)c1ccc(Br)o1,2,0.8,1,-10,6,-8,-2,-2,-4,1
Cc1cc(=O)oc2cc(OC(C)C(=O)NC3CCN(Cc4ccccc4)CC3)ccc12 (centres undefined),1,0.8,-1,-8,11,-3,-3,-2,-9,-1
CCOC(=O)C1(CCc2ccccc2)CCN(C2Cc3ccccc3C2)CC1,4,0.9,0,16,7,-15,-2,-1,-1,0
O=C(C[n+]1ccccc1)Nc1ccccc1Br,1,-1.7,-7,7,·,-24,·,-1,-2,1
O=C(NC(=S)NNC(=O)c1ccco1)c1ccccc1,·,0.9,3,-1,9,8,3,20,-4,-5
CCN(CCCNC(=O)CNC(=O)c1nn(-c2ccc(OC)cc2OC)c(=O)c2ccccc12)c1cccc(C)c1,-1,-0.5,-12,26,8,-4,-3,-2,3,-1
CCN(C(=O)CSc1nnc(C)n1-c1ccc(C)cc1)c1c(N)n(Cc2ccccc2)c(=O)[nH]c1=O,-2,-1.0,4,-17,-13,-6,-3,-1,-16,-4
O=C(NCc1ccccc1)c1cccc(F)c1F,-2,0.6,10,-22,14,4,-6,9,6,0
OC1(c2cccs2)CN(c2ccc(Br)cc2)C2=[N+]1CCCS2 (centres undefined),2,-4.6,·,1,0,-9,-3,0,1,2
O=C(c1cc2c(s1)CCCC2)N1CCN(Cc2ccc3c(c2)OCO3)CC1,13,1.5,-4,35,13,-7,-5,·,-3,-4
Nc1cccc(S(=O)(=O)c2ccc(N)c(N)c2)c1,1,2.0,5,-15,-2,-3,1,2,-1,-2
Cc1nn2c(c1-c1ccccc1)NC1=C(C(=O)CCC1)C2c1ccccc1 (centres undefined),1,-2.5,-4,11,2,-8,6,·,-5,1
COc1cccc(N=Nc2c(=O)[nH]n3c(=O)cc(C)[nH]c23)c1,12,0.8,-16,-25,-32,0,12,0,6,-2
Cc1c(S(=O)(=O)N2CC(C)CC(C)C2)c(=O)n(C)c(=O)n1C (centres undefined),-2,-1.6,-4,5,-13,-6,4,-3,0,-2
CC(=O)Oc1ccc(-c2ccc(C(=O)Nc3cccc(S(=O)(=O)N4CCOCC4)c3)cc2)cc1,-6,-0.8,-17,81*,-7,4,3,4,7,1
COc1cccc(CNc2nnnn2C)c1OC,2,-1.1,28,-16,-3,-6,1,-1,-5,-1
Cc1cccc(OCCCC(=O)NCc2ccco2)c1,1,-0.2,-6,-34,-11,6,0,0,2,4
CCOc1ccc(NC(=O)CN2C(=O)COc3ccccc32)cc1,-3,0.8,·,-11,-12,-5,3,-1,-1,-1
COC(=O)CNC(=O)CSc1nnc2cc(C)c3ccccc3n12,·,0.5,0,-13,-9,-12,3,2,0,-1
Cc1n[nH]c(=O)nc1Nc1ccc(O)cc1,6,1.5,3,-5,-6,5,0,1,3,-3
Cc1ccnc(NC(=O)c2ccc(COc3c(F)c(F)cc(F)c3F)o2)c1,1,0.1,3,-5,-22,1,5,3,-3,-4
COc1cc(NC(=O)c2cc([N+](=O)[O-])ccc2NC(=O)CNCc2ccccn2)cc(OC)c1,0,-1.7,-11,·,-14,-9,5,-1,35*,2
CC(C)(C)OC(=O)NC1CC2CCCC(C1)N2Cc1ccccc1 (centres undefined),1,-0.2,·,-12,-32,-14,9,1,-5,-2
O=C1c2ccccc2C(=O)N1CCSc1nncs1,-1,0.0,13,4,-6,-2,-4,·,-3,-2
CCN1C(=O)C(CC(=O)Nc2ccc(C)cc2C)Nc2cc(S(=O)(=O)N(C)C)ccc21 (centres undefined),3,-1.0,6,19,-8,-8,-2,-1,-13,-2
# (cont.)
SMILES,NSD2 inh,CDK5 inh,MITF act,SR-BI HDL uptake,HTR5A inv ag,PvdQ inh,HTR5A ag,Wnt act,dFosB act,V-ATPase pHluor
Cc1cc([N+](=O)[O-])c(=O)[nH]c1C,1,-3.2,3,-9,-1,-5,0,3,4,6
O=C(c1ccco1)N1CCc2[nH]nc(-c3ccccc3)c2C1,1,4.4,-4,-1,7,-6,6,-1,-9,3
CC(=O)Nc1nc(-c2ccc([N+](=O)[O-])cc2)cs1,6,-1.4,16,-1,-5,-14,2,2,2,-3
COc1cc(OC)c(C(=S)N2CCCC2)cc1OC,-1,0.1,4,8,3,-15,-1,0,-5,1
Nc1cc(C(=O)c2ccccc2)ccc1[N+](=O)[O-],12,-1.8,5,2,3,-1,-1,1,-3,1
Nc1c2c(nc3ccc(Br)cc13)N(Cc1ccccc1)CC2,6,-0.7,1,28,12,-9,-3,-2,-1,0
COC(=O)c1ccc(COc2ccc(/C=N/Nc3cccc(C(=O)O)c3)cc2)cc1,25,-1.2,17,·,-5,-9,9,15,-13,2

# An excerpt from above in order of their number in SR-BI HDL uptake, ascending:
Structure	SR-BI HDL uptake
Cc1cc([N+](=O)[O-])c(=O)[nH]c1C	-9
COc1cc(OC)c(C(=S)N2CCCC2)cc1OC	8
Nc1c2c(nc3ccc(Br)cc13)N(Cc1ccccc1)CC2	28
